# CXXC DNA block: qHTS Fluorescence Polarization Assay for Inhibitors of MLL CXXC domain - DNA interaction | Histone-lysine N-methyltransferase 2A (Homo sapiens), Q03164 | hit rate 0.037% among 290,000 | MLL-CXXC / FITC-HOXA9 DNA fluorescence polarization | Potency, µM (series often up to 115 µM), inactives show top-dose activity change, negative = inhibition, actives largely listed as inhibitors; active means well fitted inhibition curve with a large enough effect in the polarisation, with a control signal flat, not every such curve was filed as active; inconclusive means small, poorly fitted or top-dose-only effect, or effect the other way, or a change in a side signal; inactive means no such curve, though single readings can be large or run the other way; the % refers to the polarisation; further: potency means the concentration at half of the fitted maximal effect
#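 Fluorescence polarization: 7 uM MLL-CXXC (stock) preincubated 5 min with compounds, then 50 nM fluorescein-HOX-A9 DNA (stock) added; 30 min ambient. Buffer 50 mM Tris-HCl pH 7.5, 50 mM NaCl, 1 mM DTT, 0.05% BSA.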
# TRPV1 ag: HTS Assay for Compounds that Act as Agonists of the Vanilloid Receptor 1. activation, % at 8.33 µM. hit rate 0.19% among 320,000. TRPV1-expressing cells, Fluo-8 calcium influx, agonist mode; in the data active means activation above about 80%; inconclusive means between about 30% and that limit; further: 0% is about no effect
#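 Fluo-8 calcium influx in TRPV1-expressing cells, kinetic read (ex 480/em 520 nm). Compound added and read 3 min for agonist activity, followed by capsaicin at EC20 final and 2 min further read for enhancement.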
# AT treatment: qHTS Assay for Identifying a Potential Treatment of Ataxia-Telangiectasia. […] A-T fibroblasts, KAP-1 phosphorylation AlphaLISA; neocarzinostatin DNA damage 30 min before lysis. Potency, µM (top dose mostly 57.5 µM), for the others: at the top dose activation, most hits filed as activators. hit rate 0.19% among 320,000; further: potency means the concentration at half of the fitted maximal effect; % of control where 0% means no effect; nearly all actives have a fitted effect of over 45% in size
#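 ATM-like activity read as KAP-1 phosphorylation via AlphaLISA donor/acceptor antibody pairs after lysis and 6 hr at 25C. Cells were ATM-null patient fibroblasts ([…], hTERT), dosed 60 min, then exposed to the DSB inducer NCS for 30 min.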
# PTAP TSG101 blk: qHTS Assay for Iinhibitors of HIV-1 Budding by Blocking the Interaction of PTAP/TSG101 | Tumor susceptibility gene 101 protein (Homo sapiens), Q99816 | Fluorescence polarization, FITC-PTAP peptide / Tsg101 binding | Potency, µM (highest dose often 115 µM), inactives show at the highest dose activity change, negative = inhibition, hits mostly inhibitors | 340,000 tested, under 10 active | AID 493005, 2010; active means well fitted inhibition curve with a large enough effect in the main read-out, with a control signal flat, not every such curve was filed as active; inconclusive means small, poorly fitted or top-dose-only effect, or effect the other way, or a change in a side signal; inactive means no such curve, though single readings can be large or run the other way; further: potency means the concentration at half of the fitted maximal effect; % of control where 0% means no effect
# Target sequence (Q99816 whole entry, looked up): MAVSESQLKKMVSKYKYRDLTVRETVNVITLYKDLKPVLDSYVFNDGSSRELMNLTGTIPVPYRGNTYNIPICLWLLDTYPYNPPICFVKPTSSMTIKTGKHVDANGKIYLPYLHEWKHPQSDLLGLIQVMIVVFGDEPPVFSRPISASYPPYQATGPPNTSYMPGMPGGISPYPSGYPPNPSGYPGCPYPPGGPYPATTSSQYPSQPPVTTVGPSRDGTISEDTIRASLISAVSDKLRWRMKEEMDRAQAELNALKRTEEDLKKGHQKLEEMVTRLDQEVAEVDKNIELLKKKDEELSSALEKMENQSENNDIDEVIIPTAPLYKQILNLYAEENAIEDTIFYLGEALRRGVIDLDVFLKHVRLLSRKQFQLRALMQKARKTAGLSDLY
#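 Tsg101 binding domain (10 uM final) was mixed with compound and a FITC-labeled PTAP peptide (50 nM final) in HEPES pH 7.5 buffer with NaCl, Tween 20, EDTA and TCEP; fluorescence polarization was read after 20 min at r.t.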
# TCR activator: Activators of T cell receptors: qHTS campaign | Potency, µM (series often up to 9.22 µM), inactives show at the top dose activation of IL-2 secretion, usual class: activators | 330,000 tested, under 10 active | primary human leukocytes, anti-CD3, IL-2 HTRF, 48 h; further: % of control where 0% means no effect
#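 48 hr co-incubation of compounds, a-CD3 beads and primary human leukocytes; IL-2 quantified homogeneously by HTRF with anti-IL-2 K and d2 conjugates.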
# ELG1 repair inh: qHTS screen for small molecules that inhibit ELG1-dependent DNA repair in human embryonic kidney (HEK293T) cells expressing luciferase-tagged ELG1; HEK293T ELG1-luciferase reporter, luminescence, 16 h; DNA damage induced by 5-fluorouridine; hit rate 2.3% among 330,000; Potency, µM (highest dose often 46.1 µM), for the others: at the top dose activity change, negative = inhibition, actives largely listed as inhibitors; AID 504467, 2011; further: potency means the concentration at half of the fitted maximal effect; on the % scale 0 is the no-effect control and ±100 the full control effect; nearly all actives have a fitted effect of over 55% in size
#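 Overnight (16 hr) co-exposure of 2,000 cells/well to 5-fluorouridine and compound at 37 °C preceded detection. Luciferase was quantified via ONE-Glo luminescence; loss of signal denotes inhibition.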
# BRCA1 expr act: qHTS Assay to Identify Small Molecule Activators of BRCA1 Expression; MCF7-BRCA1-FFLuc reporter, luminescence, 48 h; response scale: scaled: vehicle 0%, 10 µM genistein 100%; Potency, µM (top dose mostly 46.1 µM), inactives show at the top dose activation, actives largely listed as activators; hit rate 1.1% among 380,000; AID 624202, 2012; further: potency means the concentration at half of the fitted maximal effect; nearly all actives have a fitted effect of over 80% in size; some results filed as inactive show a strong effect at the top dose
#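 MCF7-BRCA1-FFLuc cells, 2000/well in phenol-red-free MEM, attached 2 h then treated 48 h at 37 C. Luciferase luminescence read 15 min after reagent; normalized to genistein maximum activation (10microM) and DMSO, concentration-response fitted.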
# B2AR arrestin: qHTS assay of beta-arrestin-biased ligands of beta2-adrenergic receptor; Beta-2 adrenergic receptor (Homo sapiens), P07550; beta-arrestin recruitment to beta2AR, cell-based reporter; Potency, µM (top dose mostly 46.1 µM), for the others: at the top dose activation, hits mostly activators; hit rate 0.02% among 330,000; AID 492947, 2010;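 further: potency means the concentration at half of the fitted maximal effect; 0% = DMSO controls and full agonism = EC100 isoproterenol or metaproterenol; nearly all actives have a fitted effect of over 65% in size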
# Target sequence (P07550 whole entry, looked up): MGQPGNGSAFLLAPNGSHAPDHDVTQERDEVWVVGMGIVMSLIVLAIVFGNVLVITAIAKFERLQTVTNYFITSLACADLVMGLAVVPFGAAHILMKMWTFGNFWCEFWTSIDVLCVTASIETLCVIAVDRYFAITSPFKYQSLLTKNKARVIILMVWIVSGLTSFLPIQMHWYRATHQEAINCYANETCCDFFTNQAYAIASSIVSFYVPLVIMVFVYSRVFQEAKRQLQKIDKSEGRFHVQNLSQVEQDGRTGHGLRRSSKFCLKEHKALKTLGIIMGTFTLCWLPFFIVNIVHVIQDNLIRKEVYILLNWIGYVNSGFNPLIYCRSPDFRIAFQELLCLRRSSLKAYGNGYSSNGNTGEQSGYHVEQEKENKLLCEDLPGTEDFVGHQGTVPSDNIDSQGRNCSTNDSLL
# a7 integrin act: qHTS for Activators of Integrin-Mediated Alleviation for Muscular Dystrophy. alpha7betagal myoblasts, beta-gal FDG fluorescence, 48 h. Potency, µM (doses to about 38.3 µM), for inactives: at the top dose activation, usual class: activators. hit rate 0.064% among 350,000. AID 624291, 2012;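 further: potency means the concentration at half of the fitted maximal effect; 100% = response of the positive control SU9516; nearly all actives have a fitted effect of over 60% in size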
#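 alpha7betagal+/- myoblasts (passage 13, 250/well) treated 48 h at 37C with compounds at 1:260 dilution of DMSO stock. Lysed, then beta-galactosidase activity read as FDG fluorescence (ex 480/em 540) after 30 min, with pre-read for autofluorescence.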
# p53 reactivator: qHTS assay for re-activators of p53 using a Luc reporter; H1299 p53-A138V BP100-luciferase reporter, luminescence, 24 h; Potency, µM (top dose mostly 92.2 µM), for inactives: at the top dose activity change, positive = activation, most hits filed as activators; hit rate 0.063% among 320,000; further: potency means the concentration at half of the fitted maximal effect; % of control where 0% means no effect; nearly all actives have a fitted effect of over 45% in size
#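 p53-null H1299 cells stably carrying temperature-sensitive p53-A138V and a BP100-luciferase reporter were pinned with compounds (4-point, 1:5 series) and held 24 hrs at 37 deg C. Luminescence was read 10 min after detection reagent.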
# The depositor's hits bear a star; ? = inconclusive; . = not tested or not shown; [ ] = another dose, or the depositor's remark. Unless noted, the call rests on the fitted dose curve; in most records, active means well fitted curve in the direction sought with a large enough effect; inconclusive means small, poorly fitted or top-dose-only effect, or another doubt; inactive means no such curve, though single readings can be large; an effect the other way counts as inactive or inconclusive. Not a hit list; about 3.8% have a hit in one of these screens.
SMILES,CXXC DNA block,TRPV1 ag,AT treatment,PTAP TSG101 blk,TCR activator,ELG1 repair inh,BRCA1 expr act,B2AR arrestin,a7 integrin act,p53 reactivator
O=C(CN(C(=O)c1csnn1)c1ccc(F)cc1)NCCc1ccccc1,1%,-2,2%,-4%,-3%,-1%,-6%,0.0%,0%,1%
COC(=O)c1ccc2c(=O)[nH]c(COC(=O)c3c(-c4ccccc4Cl)noc3C)nc2c1,.,5,0%,-2%,2%,?,-22%,2.5%,-1%,-5%
CCOc1ccc(CNC(=O)CCCOc2cc(=O)n(C)c3ccccc23)cc1,7%,0,3%,-4%,.,?,-43%,0.1%,2%,-5%
Cc1cccc(Nc2nc(N)nc(CCl)n2)c1,10%,9,13%,1%,2%,?,-57%,0.1%,-38%,-14%
CC(C)(C)n1nnnc1C(c1cccnc1)N1CCN(c2ccccc2F)CC1 (configuration not stated),7%,-2,.,-1%,0%[46.1 µM],1%,-23%,-0.3%,-16%,5%
CNS(=O)(=O)c1cc(-c2nnc(Nc3ccc(CC(N)=O)cc3)c3ccccc23)ccc1C,-1%,-2,0%,0%,6%,-3%,-25%,-0.4%,7%,.
CN=c1sc2ccccc2n1CC(O)c1ccccc1 (configuration not stated),-7%,2,-6%[11.5 µM],0%,2%,-29%,-45%,-0.2%,?,2%
CCC(C(=O)OCC(=O)Nc1cc(C)ccc1OC)c1ccccc1 (configuration not stated),5%,15,2%,-5%,-3%,3%,13%,1.0%,0%,0%
COC(=O)Cc1c(C)nc2nc(-c3cccnc3)[nH]n2c1=O,1%,2,2%,0%,-4%,-8%,-9%,0.0%,-21%,3%
COc1ccc(C(=O)NCC(=O)N2CCN(C(=O)c3ccco3)CC2)cc1OC,.,1,-4%,0%,3%,14%,8%,0.4%,22%,-6%
CCCc1cc(=O)oc2c(C)c(OCC(=O)N3CCC(C(=O)O)(c4ccccc4)CC3)ccc12,11%,0,6%,-6%,4%,11%,3%,-1.3%,-22%,.
OCC#Cc1ncc(C(F)(F)F)cc1Cl,8%,0,-5%,1%,.,6%,-20%,-0.7%,-6%,-13%

# 2 of the compounds above, field by field.
CCC(C(=O)OCC(=O)Nc1cc(C)ccc1OC)c1ccccc1 (configuration not stated)
  CXXC DNA block = 5% | TRPV1 ag = 15 | AT treatment = 2% | PTAP TSG101 blk = -5% | TCR activator = -3% | ELG1 repair inh = 3% | BRCA1 expr act = 13% | B2AR arrestin = 1.0% | a7 integrin act = 0% | p53 reactivator = 0%

COC(=O)Cc1c(C)nc2nc(-c3cccnc3)[nH]n2c1=O
  CXXC DNA block = 1% | TRPV1 ag = 2 | AT treatment = 2% | PTAP TSG101 blk = 0% | TCR activator = -4% | ELG1 repair inh = -8% | BRCA1 expr act = -9% | B2AR arrestin = 0.0% | a7 integrin act = -21% | p53 reactivator = 3%

# Carrying on.
SMILES,CXXC DNA block,TRPV1 ag,AT treatment,PTAP TSG101 blk,TCR activator,ELG1 repair inh,BRCA1 expr act,B2AR arrestin,a7 integrin act,p53 reactivator
Cc1ccc(Cl)cc1N1CCN(Cc2nnnn2Cc2ccco2)CC1,9%,-1,11%,0%,-38%,-3%,-47%,-0.9%,-2%,1%
Cn1c(/C=N/Nc2nc3ccccc3[nH]2)nc2ccccc21,25%,15,-9%,-4%,8%,?,58%,-0.5%,-5%,1%
O=C(O)c1ccc(S(=O)(=O)c2ccc3c(c2)C(=O)N(NC(=O)c2ccc(O)cc2)C3=O)cc1,4%,?,0%,0%,-3%,9%,0%,-0.2%,1%,0%
CCCCc1nnc(NC(=O)CSCc2cc(=O)n3cc(C)sc3n2)s1,12%,1,-13%,-6%,2%,0%,15%,0.0%,4%,8%
Oc1ccc(Br)cc1/C=N/Nc1ncc(-c2ccccc2)cn1,?,-2,-2%,-2%,.,-19%,-60%,0.0%,-32%,1%
CCN(CC)S(=O)(=O)c1ccc(Cl)c(C(=O)NNC(=O)c2csc(N3CCOCC3)n2)c1,.,.,.,5%,-2%,.,-16%,.,-14%,.
O=C(c1nc2ccc(Cl)cn2c1CNCC[C@@H]1C[C@@H]2C=C[C@H]1C2)N1CCCCCCC1,3%,14,-3%,-4%,-5%,?,-5%,0.6%,-48%[inhibitor],0%
O=C(Nc1cccc([N+](=O)[O-])c1)C1C2CCCCC21 (configuration not stated),-6%,?,-8%,-4%,3%,16%,9%,-0.9%,-19%,22%
Cc1c(C(=O)NC(=S)Nc2ccc(NC(=O)c3cccs3)cc2)cccc1[N+](=O)[O-],.,.,.,-6%,3%,.,-56%,.,-38%,.
O=C(c1cnn2c(C(F)F)cc(C3CC3)nc12)N1CCc2ccccc2C1,-10%,2,-10%,-10%,-14%,-21%,-41%,0.4%,16%,1%
CN(C(=O)COC(=O)c1nc(Cl)ccc1Cl)c1ccccc1,-7%,14,20%,.,1%,5%,-14%,-1.1%,7%,-6%
CCS(=O)(=O)Nc1cccc(C2=NN(S(=O)(=O)c3ccc(C)cc3)C(c3ccco3)C2)c1 (configuration not stated),8%,3,0%,-1%,0%,?,-15%,-0.9%,0%,2%
O=[N+]([O-])c1ccc(COc2ccc(CNc3ccccc3)cc2)cc1,3%,-2,-1%,-4%,0%[46.1 µM],?,6%,-0.1%,-5%,13%
Cn1cnnc1SCCn1c(N2CCCCC2)nc2c1c(=O)[nH]c(=O)n2C,2%,2,15%,-6%,7%,15%,3%,-0.2%,35%,7%
CC1CC(c2ccccc2)n2nc(NC(=O)CCc3ccccc3)nc2N1 (configuration not stated),-1%,0,3%,-3%,-2%,-10%,-16%,0.0%,-8%,-5%
COc1ccc(CN2C(=O)c3oc4ccccc4c(=O)c3C2c2ccc(O)c(OC)c2)cc1 (configuration not stated),-2%,6,14%,-5%,-10%,?,-1%,-0.2%,-9%,-2%
CC(Oc1ccc2c3c(c(=O)oc2c1)CCCC3)C(=O)NC1CC(C)(C)NC(C)(C)C1 (configuration not stated),-1%,-1,-2%,-10%,-9%,4%,12%,0.4%,-46%[inhibitor],-5%
Nc1c(C(O)(C(F)(F)F)C(F)(F)F)ccc2ccccc12,-7%,-2,28µM*,-7%,-3%,?,-8%,-0.2%,17%,-6%
O=C(NCC1COc2ccccc2O1)c1ccc(Cl)cc1 (configuration not stated),0%,?,5%,-3%,-3%,?,?,-0.2%,13%,?
Cc1ccc(/C=N/NC(=O)c2nnn(-c3nonc3N)c2CN(C)c2ccccc2)s1,5%,1,-5%,-3%,-10%,13%,0%,-0.2%,17%,-4%
O=C1c2cccc3cccc(c23)C(=O)C1(O)O,.,.,.,-3%,-15%,.,-6%,.,-36%,.
COc1ccc(C2CC(Cn3cc(C#N)c(=O)n(C)c3=O)ON2C)cc1 (configuration not stated),0%,-3,4%,-4%,4%,7%,10%,0.3%,0%,2%
O=C(CSc1ccc(S(=O)(=O)N2CCCC2)cn1)Nc1ccc([N+](=O)[O-])cc1C(F)(F)F,.,.,.,-4%,4%,.,-58%,.,-23%,.
CN=C1NC(C)(C)C2CCC(C)(CC2)S1,.,.,.,1%,-4%,.,-1%,.,-11%,.
O=C(C1CCCN(S(=O)(=O)c2ccc(Cl)cc2)C1)N(Cc1cccs1)C1CC1 (configuration not stated),3%,18,5%,-7%,0%,?,-17%,0.3%,17%,-18%
O=C(C(Cc1ccccc1)n1cccc1)N1CCCCCC1 (configuration not stated),2%,10,-7%,-3%,1%,14%,-5%,5.2%,5%,7%
COc1ccc(N2CCN(C(=O)CCC(=O)NNc3nc4ccccc4c4nc(C)nn34)CC2)cc1,13%,0,-6%,-7%,1%,-11%,7%,0.1%,?,-4%
C=CCN1C(=O)c2ccccc2NC1c1cc(Br)cs1 (configuration not stated),11%,3,-4%,-3%,-6%,-3%,-23%,0.0%,-148%[inhibitor],-5%
NC(=O)CN(c1ccc([N+](=O)[O-])cc1)S(=O)(=O)c1ccccc1,-13%,-4,3%,-2%,5%,3%,0%,-0.3%,8%,-4%
S=C1N[C@H]2CCCC[C@@H]2N1,-3%,1,11%,-2%,0%,2%,4%,-0.4%,-22%,0%
CCN(Cc1ccc(O)cc1)CC1CCCN(CCc2cccc(F)c2)C1 (configuration not stated),-4%,3,-4%,-4%,.,?,-20%,4.1%,-32%[inhibitor],?
